TCR act = Activators of T cell receptors: qHTS campaign. primary human leukocytes, anti-CD3, IL-2 HTRF, 48 h. Potency, µM (series often up to 9.22 µM), for inactives: at the highest dose activation of IL-2 secretion, hits mostly activators. 330,000 tested, under 10 active. AID 504894, 2011; note: % of control where 0% means no effect
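Primary human leukocytes were stimulated with a-CD3 beads plus compounds for 48 hr without co-stimulation; secreted IL-2 was quantified by HTRF using a-IL-2-K (europium cryptate) and a-IL-2-d2, excited at 320nm with acceptor emission read at 665nm.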
A-T KAP1 phos = qHTS Assay for Identifying a Potential Treatment of Ataxia-Telangiectasia; […] A-T fibroblasts, KAP-1 phosphorylation AlphaLISA; neocarzinostatin DNA damage 30 min before lysis; Potency, µM (doses to about 57.5 µM), for inactives: at the highest dose activation, most hits filed as activators; 320,000 tested, 0.19% active; AID 485349, 2010; note: potency is the fitted concentration of half-maximal effect; % of control where 0% means no effect; nearly all actives have a fitted effect of over 45% in size
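ATM-like activity read as KAP-1 phosphorylation via AlphaLISA donor/acceptor antibody pairs after lysis and 6 hr at 25C. Cells were ATM-null patient fibroblasts ([…], hTERT), dosed 60 min, then exposed to the DSB inducer NCS for 30 min.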
Mito fusion act = qHTS Assay for Small Molecule Inhibitors of Mitochondrial Division or Activators of Mitochondrial Fusion; S. cerevisiae fusion-defective mutant growth rescue, CellTiterGlo 48 h; Potency, µM (top dose mostly 46.1 µM), for inactives: at the highest dose growth rescue (activation), usual class: activators; 320,000 tested, 0.23% active; AID 485298, 2010;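 note: potency is the fitted concentration of half-maximal effect; % of control where 0% means no effect; nearly all actives have a fitted effect of over 45% in size; temperature-sensitive fusion mutants such as fzo1-1 at 37 °C on non-fermentable ethanol glycerol medium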
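S. cerevisiae fusion-defective temperature-sensitive mutants (e.g. fzo1-1, mgm1-5) grown 48 h at 37C in YPEG (ethanol/glycerol non-fermentable) medium with 23 nl compound per well; growth rescue read as CellTiterGlo luminescence.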
PTAP TSG101 blk = qHTS Assay for Iinhibitors of HIV-1 Budding by Blocking the Interaction of PTAP/TSG101. Tumor susceptibility gene 101 protein (Homo sapiens), Q99816. Fluorescence polarization, FITC-PTAP peptide / Tsg101 binding. Potency, µM (titrated, usually from 115 µM), for inactives: at the highest dose activity change, negative = inhibition, usual class: inhibitors. 340,000 tested, under 10 active; active = well fitted inhibition curve with a large enough effect in the main read-out, with a control signal flat, not every such curve was filed as active; inconclusive = small, poorly fitted or top-dose-only effect, or effect the other way, or a change in a side signal; inactive = no such curve, though single readings can be large or run the other way; note: potency is the fitted concentration of half-maximal effect; % of control where 0% means no effect
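Tsg101 binding domain (10 uM final) was mixed with compound and a FITC-labeled PTAP peptide (50 nM final) in HEPES pH 7.5 buffer with NaCl, Tween 20, EDTA and TCEP; fluorescence polarization was read after 20 min at r.t.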
Eya2 phos inh = qHTS Assay for Inhibitors of the Phosphatase Activity of Eya2; Protein phosphatase EYA2 (Homo sapiens), O00167; Potency, µM (doses to about 76.9 µM), for inactives: at the highest dose activity, negative = inhibition, hits mostly inhibitors; 330,000 tested, 0.006% active; recombinant Eya2, OMFP fluorescence dephosphorylation (OMFP is methylfluorescein phosphate); note: potency is the fitted concentration of half-maximal effect; % is set by controls: 0 for no effect and ±100 for the full control effect
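Eya2 protein (added as 0.2 uM solution) was preincubated with compound for 10 min at ambient temperature in 50 mM HEPES pH 7.5, 50 mM NaCl, 5 uM MgCl2, 0.05% BSA, 1 mM DTT. OMFP (added at 50 uM) then reacted 10 min; fluorescence read at 485/525 nm.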
Integrin act MD = qHTS for Activators of Integrin-Mediated Alleviation for Muscular Dystrophy; alpha7betagal myoblasts, beta-gal FDG fluorescence, 48 h; Potency, µM (doses to about 38.3 µM), for inactives: at the top dose activation, hits mostly activators; 350,000 tested, 0.064% active; AID 624291, 2012;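 note: potency is the fitted concentration of half-maximal effect; 100% = response of the positive control SU9516; nearly all actives have a fitted effect of over 60% in size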
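alpha7betagal+/- myoblasts (passage 13, 250/well) treated 48 h at 37C with compounds at 1:260 dilution of DMSO stock. Lysed, then beta-galactosidase activity read as FDG fluorescence (ex 480/em 540) after 30 min, with pre-read for autofluorescence.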
Tb PFK block = qHTS Assay to Find Inhibitors of T. brucei phosphofructokinase; 330,000 tested, 0.17% active; T. brucei PFK, ADP-Glo luminescence; Potency, µM (top dose mostly 57.5 µM), for the others: at the top dose activity, negative = inhibition, usual class: inhibitors; AID 485367, 2010;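 note: potency is the fitted concentration of half-maximal effect; 0% = uninhibited 1x PFK enzyme wells and -100% = no-enzyme wells; nearly all actives have a fitted effect of over 60% in size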
Target sequence (O15648 whole entry, looked up): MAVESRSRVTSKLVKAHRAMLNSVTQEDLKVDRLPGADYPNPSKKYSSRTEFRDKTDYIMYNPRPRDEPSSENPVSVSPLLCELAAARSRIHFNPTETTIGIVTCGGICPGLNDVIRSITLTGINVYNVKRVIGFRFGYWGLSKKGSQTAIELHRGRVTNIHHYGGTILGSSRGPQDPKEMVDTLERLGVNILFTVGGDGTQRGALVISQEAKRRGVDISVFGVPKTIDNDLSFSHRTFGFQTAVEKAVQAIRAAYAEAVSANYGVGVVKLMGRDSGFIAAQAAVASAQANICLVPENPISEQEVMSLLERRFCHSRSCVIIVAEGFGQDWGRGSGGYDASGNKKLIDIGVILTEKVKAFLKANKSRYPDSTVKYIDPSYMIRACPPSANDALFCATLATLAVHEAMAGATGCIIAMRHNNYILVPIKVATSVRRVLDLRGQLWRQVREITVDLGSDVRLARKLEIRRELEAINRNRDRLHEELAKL
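1.25 nM PFK with 0.5 mM F6P and 0.1 mM ATP in 0.1 M TEA pH 8.0, 5 mM MgCl2, incubated 45 min at room temperature; ADP measured by ADP-Glo luminescence; compounds titrated up to 57 uM.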
BCR signal inh = qHTS Assay to Find Inhibitors of Chronic Active B-Cell Receptor Signaling. 340,000 tested, 0.05% active. ABC-DLBCL IkBa-CBG/CBR reporter, luminescence ratio, 4 h. Potency, µM (doses to about 46.1 µM), inactives show at the highest dose ratio change, negative = lower green/red ratio, usual class: inhibitors; active = well fitted inhibition curve with a large enough effect in the signal ratio, with a control signal flat, not every such curve was filed as active; inconclusive = small, poorly fitted or top-dose-only effect, or effect the other way, or a change in a side signal; the % refers to the signal ratio;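 note: potency is the fitted concentration of half-maximal effect; plate controls were basal doxycycline-induced cells for no effect and cells given 10 µM MG132 for full effect; MG132 reads +100%, hits lower the ratio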
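Cell line TMD8 (human ABC DLBCL), stably expressing tet-inducible CBG68-IkBa fusion and CBR; IMDM/0.5% FBS; cpd up to 46 uM; dox induction, 4 h, 37C/5% CO2; dual luminescence; green/red ratio; MG132 control.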
S-ASM inh = Inhibitors of Secretory Acid Sphingomyelinase (S-ASM): qHTS. Potency, µM (highest dose often 57.5 µM), for inactives: at the highest dose activity change, negative = inhibition, usual class: inhibitors. placental ASM, HMU-PC fluorogenic substrate, 60 min. Sphingomyelin phosphodiesterase (Homo sapiens), P17405. 340,000 tested, 0.006% active; note: potency is the fitted concentration of half-maximal effect
Target sequence (P17405 47-631 limits assumed): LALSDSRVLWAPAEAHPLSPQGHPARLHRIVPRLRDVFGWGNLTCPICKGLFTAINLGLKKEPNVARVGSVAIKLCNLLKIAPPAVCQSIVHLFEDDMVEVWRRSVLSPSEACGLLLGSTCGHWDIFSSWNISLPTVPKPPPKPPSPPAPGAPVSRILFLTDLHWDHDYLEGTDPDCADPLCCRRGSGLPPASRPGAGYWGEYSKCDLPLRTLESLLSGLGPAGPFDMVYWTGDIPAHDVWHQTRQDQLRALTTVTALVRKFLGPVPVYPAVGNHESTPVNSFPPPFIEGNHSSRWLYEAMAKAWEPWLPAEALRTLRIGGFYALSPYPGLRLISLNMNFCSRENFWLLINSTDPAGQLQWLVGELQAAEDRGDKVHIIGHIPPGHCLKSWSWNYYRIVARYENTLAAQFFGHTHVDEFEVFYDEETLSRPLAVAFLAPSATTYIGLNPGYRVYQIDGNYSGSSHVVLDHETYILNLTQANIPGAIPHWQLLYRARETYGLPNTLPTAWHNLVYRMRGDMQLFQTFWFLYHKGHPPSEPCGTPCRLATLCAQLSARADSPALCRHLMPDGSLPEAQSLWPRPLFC
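Fluorescence read-out (Ex 386 nm, Em 447 nm) after stopping the reaction at pH 10. Enzyme: ASM from human placenta; substrate HMU-PC0, 9 uM final; 60 min, 37 °C. Compound preincubation 10 min, ambient temperature.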
ELG1 repair inh = qHTS screen for small molecules that inhibit ELG1-dependent DNA repair in human embryonic kidney (HEK293T) cells expressing luciferase-tagged ELG1; HEK293T ELG1-luciferase reporter, luminescence, 16 h; DNA damage induced by 5-fluorouridine; Potency, µM (series often up to 46.1 µM), for the others: at the top dose activity change, negative = inhibition, usual class: inhibitors; 330,000 tested, 2.3% active; AID 504467, 2011; note: potency is the fitted concentration of half-maximal effect; % is set by controls: 0 for no effect and ±100 for the full control effect; nearly all actives have a fitted effect of over 55% in size
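DMSO vehicle served as the neutral condition. Each well held 2,000 cells given 5-fluorouridine plus compound; after 16 hr at 37 °C/5% CO2, ONE-Glo was added and luciferase measured 30 min later.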
TSHR antagonist = Antagonists of the Thyroid Stimulating Hormone Receptor: HTS campaign; Thyrotropin receptor (Homo sapiens), P16473; TSHR-expressing cells, TSH-stimulated cAMP HTRF, 2 h; stronger effect = lower value; activity change, negative = inhibition, % at 11.5 µM; 330,000 tested, 0.2% active; AID 504810, 2011;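 active = activity change below a set negative limit, meaning inhibition stronger than a set level, cut at about -70% in these data; inconclusive = activity change between two set negative limits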; note: % is set by controls: 0 for no effect and ±100 for the full control effect
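Freshly harvested TSHR cells receive pin-tooled compound, then EC80 TSH at 4nM final. After 2 hours at 37 deg C, antibody in lysis buffer and cAMP-d2 are added; 30 minutes at ambient temperature precede the HTRF read.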
The depositor's hits bear a star; [ ] = another dose, or the depositor's remark. Unless noted, calls come from the whole dose curve; as a rule, active = well fitted curve in the direction sought with a large enough effect; inconclusive = small, poorly fitted or top-dose-only effect, or another doubt; inactive = no such curve, though single readings can be large; an effect the other way counts as inactive or inconclusive.

Screening COc1ccc(-c2noc(=O)n2Cc2ccc(C#N)cc2)cc1 returned TCR act 4%, A-T KAP1 phos -7%, Mito fusion act 3%, PTAP TSG101 blk -2%, Eya2 phos inh -8%, Integrin act MD -22%, Tb PFK block 3%, BCR signal inh 4%, S-ASM inh 8%, ELG1 repair inh 6% and TSHR antagonist 6.
For COc1cccc(N2CCN(C(=O)c3cc4c(OC)c(OC)c(OC)cc4[nH]3)CC2)c1 the results were TCR act 7%, A-T KAP1 phos -7%, Mito fusion act -7%, PTAP TSG101 blk -8%, Eya2 phos inh -6%, Integrin act MD -18%, Tb PFK block 5%, BCR signal inh -5%, S-ASM inh -7%, ELG1 repair inh 2% and TSHR antagonist -2.
COc1ccc(OC)c(/C=N/NC(=O)CC(=O)NCc2ccccc2)c1 was read as TCR act 1%, A-T KAP1 phos -4%, Mito fusion act -6%, PTAP TSG101 blk -6%, Eya2 phos inh 3%, Integrin act MD 1%, Tb PFK block -7%, BCR signal inh 7%, S-ASM inh 69%[activator], ELG1 repair inh 3% and TSHR antagonist -7.
Screening CNc1nc2ccccc2n1N returned TCR act 4%[46.1 µM], A-T KAP1 phos 5%, Mito fusion act 3%, PTAP TSG101 blk 0%, Eya2 phos inh 2%, Integrin act MD 10%, Tb PFK block 1%, BCR signal inh 6%, S-ASM inh 2%, ELG1 repair inh 5% and TSHR antagonist 6.
Screening CCN(CC)c1ccc(NC(=O)Cn2cc3c(n2)CCC(C)C3)c(C)c1 (centres undefined) returned TCR act 4%, A-T KAP1 phos 13%, Mito fusion act 7%, PTAP TSG101 blk 0%, Eya2 phos inh -27%, Integrin act MD -8%, Tb PFK block -2%, BCR signal inh 0%, S-ASM inh -3%, ELG1 repair inh inconclusive and TSHR antagonist 12.
Screening O=C(Cc1ccc(Br)cc1)N1CCN(C(=O)c2ccccc2)CC1 returned TCR act 0%, A-T KAP1 phos 1%, Mito fusion act -3%, PTAP TSG101 blk -2%, Eya2 phos inh 8%, Integrin act MD 10%, Tb PFK block -9%, BCR signal inh 0%, S-ASM inh 2%, ELG1 repair inh 1% and TSHR antagonist -8.
Screening CCOC(=O)C1=C(CCl)NC(=O)NC1c1ccc2c(c1)OCO2 (centres undefined) returned TCR act -2%, A-T KAP1 phos 10%, Mito fusion act -3%, PTAP TSG101 blk -1%, Eya2 phos inh 8%, Integrin act MD -57%[inhibitor], Tb PFK block 1%, BCR signal inh -1%, S-ASM inh 1%, ELG1 repair inh inconclusive and TSHR antagonist -8.
CC(C)NC(=O)c1cc2c(-c3ccc(Cl)cc3)nn(C)c2s1 was read as TCR act 1%, A-T KAP1 phos -4%, Mito fusion act -1%, PTAP TSG101 blk 2%, Eya2 phos inh 11%, Integrin act MD -22%, Tb PFK block -6%, BCR signal inh 1%, S-ASM inh 0%, ELG1 repair inh inconclusive and TSHR antagonist -9.
`COC(=O)c1ccc(/C=N/NC(=O)C(=O)NCC2CCCO2)cc1` (centres undefined) gave TCR act 3%, A-T KAP1 phos 5%, Mito fusion act 1%, PTAP TSG101 blk -2%, Eya2 phos inh 7%, Integrin act MD 37%, Tb PFK block -2%, BCR signal inh -5%, S-ASM inh -4%, ELG1 repair inh -4% and TSHR antagonist 4.
CC1(C)CC(=O)C2=C(C1)c1c(ccc3ccccc13)NC2c1cc([N+](=O)[O-])cc([N+](=O)[O-])c1O (centres undefined) was read as TCR act 0%, A-T KAP1 phos 11%, Mito fusion act 13%, PTAP TSG101 blk -9%, Eya2 phos inh 11%, Integrin act MD -12%, Tb PFK block inconclusive, BCR signal inh 0%, S-ASM inh 6%, ELG1 repair inh -8% and TSHR antagonist -22.
`CN1CC2(C(=O)c3ccccc3)CN(C)CC(C(=O)c3ccccc3)(C1)C2` gave TCR act 3%, A-T KAP1 phos -1%, Mito fusion act 2%, PTAP TSG101 blk -5%, Eya2 phos inh -4%, Integrin act MD -3%, Tb PFK block -9%, BCR signal inh -5%, S-ASM inh 0%, ELG1 repair inh 7% and TSHR antagonist 21.
Cc1ccc(-c2cc3cccc[n+]3cc2-c2ccc(C)cc2)cc1 was read as TCR act 2%[46.1 µM], A-T KAP1 phos -13%, Mito fusion act -2%, PTAP TSG101 blk -2%, Eya2 phos inh -2%, Integrin act MD -52%[inhibitor], Tb PFK block -1%, BCR signal inh inconclusive, S-ASM inh 16%, ELG1 repair inh inconclusive and TSHR antagonist 9.
For COc1ccc(OC)c(S(=O)(=O)N/N=C(/C)c2c[nH]c3ccccc23)c1 the results were TCR act 4%, A-T KAP1 phos 1%, Mito fusion act 1%, PTAP TSG101 blk -10%, Eya2 phos inh 1%, Integrin act MD -2%, Tb PFK block 1%, BCR signal inh 0%, S-ASM inh -2%, ELG1 repair inh -6% and TSHR antagonist -3.
Screening CCOc1ccc(Cl)cc1S(=O)(=O)NCc1ccccn1 returned TCR act -4%, A-T KAP1 phos -3%, Mito fusion act -5%, PTAP TSG101 blk -1%, Eya2 phos inh 13%, Integrin act MD 0%, Tb PFK block -3%, BCR signal inh -17%, S-ASM inh -2%, ELG1 repair inh -5% and TSHR antagonist -2.
Cc1cc(C)n(CCOc2ccc(Cl)cc2Cl)n1 was read as TCR act 1%, A-T KAP1 phos -5%, Mito fusion act -7%, PTAP TSG101 blk 0%, Eya2 phos inh -14%, Integrin act MD -17%, Tb PFK block 1%, BCR signal inh inconclusive, S-ASM inh -4%, ELG1 repair inh 2% and TSHR antagonist -1.
For O=C(OCCc1cc2ccccc2c(=O)o1)N1CCOCC1 the results were TCR act -4%, A-T KAP1 phos -3%, Mito fusion act -9%, Eya2 phos inh 10%, Integrin act MD 3%, Tb PFK block -1%, BCR signal inh -6%, S-ASM inh 6%, ELG1 repair inh inconclusive and TSHR antagonist 11.
For O=C(O)c1c(Cl)c(Cl)c(Cl)c(Cl)c1C(=O)N1CCOCC1 the results were TCR act 1%, A-T KAP1 phos -2%, Mito fusion act 6%, PTAP TSG101 blk -1%, Eya2 phos inh -23%, Integrin act MD -11%, Tb PFK block 12%, BCR signal inh -2%, S-ASM inh 4%, ELG1 repair inh -17% and TSHR antagonist -2.
Screening N/C(=N\OC(=O)c1ccc(OCC(F)(F)F)nc1)c1ccc(Cl)cc1 returned TCR act 3%, A-T KAP1 phos 10%, Mito fusion act 8%, PTAP TSG101 blk -1%, Eya2 phos inh -7%, Integrin act MD -9%, Tb PFK block 1%, BCR signal inh 23%, S-ASM inh 0%, ELG1 repair inh inconclusive and TSHR antagonist -4.
`CCn1cc(SCC(=O)NC2CCCC2)c2ccccc21` gave TCR act 4%, A-T KAP1 phos -2%, Mito fusion act 5%, PTAP TSG101 blk 1%, Eya2 phos inh -2%, Integrin act MD 26%, Tb PFK block -9%, BCR signal inh 2%, S-ASM inh -1%, ELG1 repair inh -1% and TSHR antagonist 24.
For O=C(/C=N\O)NCCCNCc1ccccc1 the results were TCR act 1%, A-T KAP1 phos 12%, Mito fusion act 4%, PTAP TSG101 blk -2%, Eya2 phos inh -4%, Integrin act MD 23%, Tb PFK block 4%, BCR signal inh 5%, S-ASM inh 3%, ELG1 repair inh 2% and TSHR antagonist 9.

Source: PubChem BioAssay (National Center for Advancing Translational Sciences (NCATS))
